Screening results as filed in PubChem.
PLK1 PBD block: PLK1 (human) polo-box domain binding inhibition; 360,000 tested, 2.8% active; AID 720504; P53350; Plk1 PBD binding of FITC phosphopeptide, fluorescence polarization; Potency, µM, without a hit: max response, negative = inhibition, usual class: inhibitors; also: potency is read from the fitted curve at half-maximal effect; series mostly up to about 57 µM; % is scaled to controls: 0 for no effect and ±100 for the full control effect; nearly all actives have a fitted effect of over 65% in size
CCT modulator: cytosolic chaperonin activity modulation; purified chaperonin ATPase assay, HTRF ADP detection, 30 min; activity change, % (test concentration not listed), hits read low; 360,000 tested, 0.3% active; AID 651819; in the data active = activity change below about -30%; also: % is scaled to controls: 0 for no effect and ±100 for the full control effect
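First, chaperonin was dispensed at 40 nM or 20 nM final depending on batch activity. Next, compounds were pinned at 76 uM and ATP added at 10 uM. After 30 min at 37 °C, ADP detection reagents ran 30 min at ambient temperature.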
PI5P4Ka inh: inhibitors of human PI5P4K alpha | P48426 | max response, % | 330,000 tested, 1.2% active | PI5P4Kalpha enzyme, ADP-Glo luminescence, 60 min; active compounds read low | AID 652105; active = max response of -50% or lower; inconclusive = between -30% and -50%; inactive = -30% or higher; also: value at the top dose of about 77 µM; % is scaled to controls: 0 for no effect and ±100 for the full control effect
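Quantitative HTS of the MLSMR library against PI5P4Kalpha with substrate. ATP added last at 5 microM final; room temperature, 60 minutes. Remaining ATP depleted, ADP converted and read as luminescence.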
MmCpn inh: M. maripaludis TRiC chaperonin inhibition. purified Mm-Cpn ATPase, ADP Transcreener TR-FRET. 330,000 tested, 0.031% active. Potency, µM (series often up to 76.9 µM), inactives show at the top dose activity, negative = inhibition, actives largely listed as inhibitors. AID 504842; also: potency is read from the fitted curve at half-maximal effect; % is scaled to controls: 0 for no effect and ±100 for the full control effect; nearly all actives have a fitted effect of over 80% in size
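Eu-cryptate anti-ADP/ADP-d2 competition gives a ratio inversely related to ADP. Enzyme at 25 nM was pre-exposed to compound for 10 min, then given 10 uM ATP for 30 min, 37°C throughout.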
EPAC1 agonist: activates human EPAC1 exchange factor; EPAC1 agonist qHTS, biochemical assay; response scale: 100% = response to 6.5 mM cAMP; Potency, µM (series often up to 154 µM), without a hit: at the top dose activation, most hits filed as activators; 360,000 tested, 0.073% active; AID 720707; also: potency is read from the fitted curve at half-maximal effect; nearly all actives have a fitted effect of over 60% in size
Target sequence (O95398 whole entry, looked up): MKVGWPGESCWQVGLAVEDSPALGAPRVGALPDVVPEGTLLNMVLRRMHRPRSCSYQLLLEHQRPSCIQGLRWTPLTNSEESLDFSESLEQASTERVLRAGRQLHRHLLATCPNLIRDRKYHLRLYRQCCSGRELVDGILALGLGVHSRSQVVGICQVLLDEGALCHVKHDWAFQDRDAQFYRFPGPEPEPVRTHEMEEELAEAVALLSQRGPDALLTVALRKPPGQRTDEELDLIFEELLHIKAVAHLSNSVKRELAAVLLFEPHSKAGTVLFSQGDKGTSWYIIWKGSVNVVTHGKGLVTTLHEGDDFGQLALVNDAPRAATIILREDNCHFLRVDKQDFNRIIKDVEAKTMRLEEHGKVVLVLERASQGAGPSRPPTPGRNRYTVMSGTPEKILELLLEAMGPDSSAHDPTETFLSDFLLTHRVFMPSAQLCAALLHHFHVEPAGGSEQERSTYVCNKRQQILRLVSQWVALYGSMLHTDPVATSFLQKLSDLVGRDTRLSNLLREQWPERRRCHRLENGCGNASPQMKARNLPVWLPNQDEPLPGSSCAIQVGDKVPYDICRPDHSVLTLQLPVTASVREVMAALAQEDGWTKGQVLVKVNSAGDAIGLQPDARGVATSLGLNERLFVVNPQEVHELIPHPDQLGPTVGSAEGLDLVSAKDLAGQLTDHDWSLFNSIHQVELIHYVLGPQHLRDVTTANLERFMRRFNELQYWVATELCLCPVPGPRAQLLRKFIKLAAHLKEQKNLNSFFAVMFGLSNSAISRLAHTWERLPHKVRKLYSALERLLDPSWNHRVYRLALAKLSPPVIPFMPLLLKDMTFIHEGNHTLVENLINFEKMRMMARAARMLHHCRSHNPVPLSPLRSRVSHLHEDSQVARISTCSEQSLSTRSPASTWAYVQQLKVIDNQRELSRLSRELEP
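Fluorescent GDP-exchange assay: 100 nM EPAC1 with 250 nM Rap1B preloaded with BODIPY-GDP and 50 uM GDP; compounds tested as concentration series, 5 min at room temperature, then read every 5 min for 30 min (ex 480/em 540 nm); normalized to 6.5 mM cAMP.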
EPAC2 antag: antagonists of human EPAC2. Q8WZA2. EPAC2 GEF exchange of Rap1B-BODIPY-GDP, fluorescence. Potency, µM (top dose mostly 114 µM), for inactives: top-dose activity, negative = inhibition, actives largely listed as inhibitors. 360,000 tested, 0.18% active; also: potency is read from the fitted curve at half-maximal effect; % is scaled to controls: 0 for no effect and ±100 for the full control effect; nearly all actives have a fitted effect of over 45% in size; many of its hits are not listed in these tables
EPAC1 antag: blocks human EPAC1 exchange factor; Potency, µM (titrated, usually from 115 µM), inactives show at the highest dose activity change, negative = inhibition, usual class: inhibitors; EPAC1 GEF assay, Rap1b-BODIPY-GDP exchange fluorescence; O95398; 360,000 tested, 0.14% active;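 also: potency is read from the fitted curve at half-maximal effect; plate controls were vehicle for no effect and positive control for full effect; nearly all actives have a fitted effect of over 50% in size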
WRN inhibitor: blocks human WRN helicase | Potency, µM (top dose mostly 114 µM), without a hit: top-dose activity change, negative = inhibition, usual class: inhibitors | Q14191 | 360,000 tested, 0.46% active | AID 651768 | WRN helicase unwinding, fluorescent forked duplex, kinetic; also: potency is read from the fitted curve at half-maximal effect; % is scaled to controls: 0 for no effect and ±100 for the full control effect; nearly all actives have a fitted effect of over 55% in size
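WRN at 20 nM final preincubated with compound 15 min at room temperature; reaction started with 100 nM fluorophore/quencher forked duplex oligonucleotide and 2 mM ATP final. Unwinding followed kinetically by red fluorescence (ex 525, em 598 nm).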
Numbers without * were called inactive; ? = inconclusive; . = no result given; [ ] = dose if it differs, or a comment. Unless noted, calls follow the shape of the dose curve; as a rule, active = well fitted curve in the direction sought with a large enough effect; inconclusive = small, poorly fitted or top-dose-only effect, or another doubt; inactive = no such curve, though single readings can be large; an effect the other way counts as inactive or inconclusive. A portion of the library; count on the stated rates, not on these rows.

The first 2 compounds (preview)
The line under a structure holds: PLK1 PBD block, CCT modulator, PI5P4Ka inh, MmCpn inh, EPAC1 agonist, EPAC2 antag, EPAC1 antag, WRN inhibitor
COc1ccc(C(=S)Nc2ccc(N(C)C)cc2)cc1
 : -6%, 0.2, 1, 0%, 1%, 2%, 7%, 8%
COc1ccc(N2CCN(C(=O)c3ccc4c(Cl)c5c(nc4c3)CCCC5)CC2)cc1
 : -11%, 0.4, -11, 0%, -13%, -9%, 1%, -6%

Main list (from the top)
The line under a structure holds: PLK1 PBD block, CCT modulator, PI5P4Ka inh, MmCpn inh, EPAC1 agonist, EPAC2 antag, EPAC1 antag, WRN inhibitor
COc1ccc(C(=S)Nc2ccc(N(C)C)cc2)cc1
 : -6%, 0.2, 1, 0%, 1%, 2%, 7%, 8%
COc1ccc(N2CCN(C(=O)c3ccc4c(Cl)c5c(nc4c3)CCCC5)CC2)cc1
 : -11%, 0.4, -11, 0%, -13%, -9%, 1%, -6%
NC(=O)c1ccsc1NC(=O)c1cc(=O)c2ccccc2o1
 : -5%, -1.7, -8, -4%, -2%, -1%, -10%, -9%
O=C(Oc1ccc(C(=S)N2CCOCC2)cc1)c1ccccc1
 : -19%, -1.4, 1, 1%, 7%, -13%, -9%, 23%
O=C(O)c1cccc(NC(=O)C23CC4CC(C2)CC(n2cnc(Cl)n2)(C4)C3)c1
 : -3%, -4.6, 0, -2%, -2%, 3%, 6%, -1%
COc1ccccc1/C=C/C(=O)NC(=S)NC(C)C
 : -2%, -0.9, 5, 0%, 17%, -2%, -13%, -19%
COc1ccc(-c2coc3cc4oc(=O)cc(C)c4cc23)cc1F
 : -4%, -0.7, ., 1%, 7%, -1%, -1%, 2%
Cc1sc2nc(C3CC3)nc(NCCNS(=O)(=O)c3ccccc3)c2c1C
 : 4%, -2.3, ., -3%, 22%, -8%, -4%, -13%[57.1 µM]
Cc1ccc(S(=O)(=O)NCC(=O)OCC(=O)N2C(C)CCCC2C)cc1 (stereo not given)
 : -12%, -1.0, 12, 1%, 6%, -5%, 7%, -4%
O=C(O)c1cc([N+](=O)[O-])cc([N+](=O)[O-])c1N1CCN(c2cccc(C(F)(F)F)c2)CC1
 : 4%, -1.0, 0, ?, 9%, ?, -5%, -8%
O=C(Nc1cc(Cl)ccn1)C1CCN(S(=O)(=O)c2cccs2)CC1
 : -3%, -3.1, 1, -1%, 12%, 2%, -2%, 9%
COc1ccc(CC(=O)NC(C)c2nnc(SCC(=O)Nc3nc(C)cs3)n2C)cc1 (stereo not given)
 : -3%, -1.1, ., 0%, 6%, -7%, 2%, -4%
O=C(CSc1nnnn1C1CC1)Nc1cc(S(=O)(=O)N2CCCC2)ccc1Cl
 : 7%, -1.7, 0, 1%, 5%, -8%, 2%, -3%
CCCCOc1ccc(-c2cnc3ccccc3n2)cc1
 : -12%, 0.6, 10, -1%, 2%, -21%, ?, 6%
COC(=O)C1(C)NC(c2ccc(O)cc2)C2C(=O)N(c3ccccc3)C(=O)C21 (stereo not given)
 : -7%, -2.6, 0, 1%, -2%, 8%, -2%, 0%
CCN(CC)C(=O)CSc1nnnn1-c1ccc(F)c(Cl)c1
 : -2%, 0.7, 3, 2%, 4%, -9%, -11%, 3%
Cc1cccc(C(=O)Nc2sc(-c3ccccc3)cc2C(=O)O)c1
 : ?, 0.3, -29, -1%, -4%, -16%, ?, -2%[11.6 µM]
COc1ccc(NC(=O)NNC(=O)c2ccc(-c3ccccc3)cc2)cc1
 : -1%, -0.7, -8, 0%, 6%, 0%, -5%, -8%
Cc1cc(C(=O)NNC(=S)NCC(C)C)no1
 : -7%, 1.4, ., 2%, -1%, 11%, 19%, 3%
CCc1nnc(NC(=O)CSc2nnnn2-c2cccc(C(=O)OC)c2)s1
 : 0%, -2.7, -3, 1%, 5%, 5%, -7%, -14%
CC(=O)c1cccc(N(CC(=O)NC2CCCC2)C(=O)CNC(=O)c2cccs2)c1
 : -10%, 2.8, -7, -1%, 8%, -1%, -15%, 6%
Oc1ccc(N2CCN(Cc3c(-c4ccccc4)nc4ccccn34)CC2)cc1
 : -5%, -2.5, -25, 4%, 10%, 1%, -7%, -5%
C/C=C/c1cnc2c(c1)C(=O)N([C@H](C)CO)C[C@@H](C)[C@@H](CN(C)C(=O)NC1CCCC1)O2
 : -5%, 1.1, -5, ., -17%, 4%, 8%, 2%
FC(F)(F)c1ccccc1NC(=S)N1CCN(c2ccccn2)CC1
 : 3%, -0.2, -3, -1%, -9%, -10%, -4%, 6%
COc1ccc(Cc2nnc(NN)[nH]c2=O)cc1OC
 : 3%, -0.2, -4, 0%, 5%, -15%, 2%, 0%
CN(C)CCn1cnc2c(c1=N)C(c1ccccc1)c1ccc3ccccc3c1O2 (stereo not given)
 : 5%, -0.9, 0, 3%, 5%, -10%, 5%, 14%
CCCN1Cc2cccc(C(=O)Nc3ccc(OC)c(OC)c3)c2C1=O
 : -5%, -0.1, 0, ., 10%, 1%, -14%, 4%
CCCCn1nc(C(=O)Nc2cc(S(=O)(=O)N(C)C)ccc2C)c2ccccc2c1=O
 : -8%, -2.3, 2, -1%, -14%, 3%, -4%, 0%
CCOc1cccc(N(C(=O)CCC(=O)Nc2cc(C)on2)C(C(=O)NC(C)(C)C)c2ccc(OC)cc2)c1 (stereo not given)
 : 2%, -3.8, 3, 0%, 5%, -10%, 13%, -2%
COc1ccc(OC)c(C(=O)c2ccc(Cl)cc2)c1
 : -7%, -1.6, -2, -1%, -1%, ?, -22%, -24%
CCn1cc(CNC(=O)c2cccc([N+](=O)[O-])c2)c(C)n1
 : -2%, -2.4, -7, 0%, 3%, 3%, -8%, 5%
C(#Cc1ccc(C#CCN2CCOCC2)cc1)CN1CCOCC1
 : 3%, -1.8, ., -1%, 4%, 1%, 2%, -2%
O=C(COc1ccc2c3c(c(=O)oc2c1)CCCC3)NCc1ccccn1
 : 2%, 0.8, 0, 0%, 14%, -1%, -9%, 4%
O=C(Nc1cccc2c1CCCC2)c1ccccc1Br
 : -2%, -2.5, 0, -1%, 6%, -4%, 1%, -26%
COc1ccc(NC(=O)CCCc2ccc(OC)c(C)c2)cc1
 : -6%, 2.2, 9, 1%, -3%, -2%, -4%, -28%
Nc1nc(Nc2ccc(Cl)cc2)c(NC=O)c(=O)[nH]1
 : -12%, -1.1, -6, ., 3%, 22%, -13%, -10%[11.6 µM]
Cc1cccc(C)c1NC(=O)C1(C)CSCC(=O)N1CCc1ccccc1 (stereo not given)
 : -2%, ., 1, ., 0%, 1%, -1%, 0%
CCOC(=O)C1=C(C)NC(=S)NC1c1ccsc1 (stereo not given)
 : -26%, -1.2, -1, -3%, 7%, -1%, 0%, 4%
CCOc1ccccc1N(C)C(=O)c1cn(CC)c(=O)c2cc(OC)c(OC)cc12
 : -5%, -1.8, -10, 0%, -5%, 3%, 17%, -4%
COCc1c(C(=O)OCc2nnc(-c3ccc([N+](=O)[O-])cc3)o2)oc2ccccc12
 : 2%, -2.7, -21, 1%, 5%, -4%, 3%, -3%
NS(=O)(=O)c1cccc(NC(=O)COc2ncnc3c2cnn3-c2ccccc2)c1
 : 3%, -1.1, 4, -10%, 5%, -1%, 1%, -9%
COc1cccc2sc(Nc3nc4ccc(NC(C)=O)cc4s3)nc12
 : -2%, -1.8, 0, -4%, 1%, 3%, -2%, ?
CC(=Nc1cc(C(=O)c2ccccc2)ccc1N)C1=C(O)CC(C)(C)CC1=O
 : 30µM*, 2.1, 1, 0%, 9%, -10%, 4%, -2%
CCN(CC)S(=O)(=O)c1ccc2c(c1)nc(CCC(=O)Nc1ccc3c(c1)OCO3)n2C
 : -24%, 1.2, -27, -1%, -17%, 12%, -11%, -29%
COc1cc(/C=N/NC(=O)c2cccs2)ccc1O
 : 4%, 1.2, 7, 3%, -6%, 1%, 26%, -9%
COc1ccc(CN2C[C@@H](CO)O[C@@H](n3cnc4c(N(C)C)ncnc43)C2)cc1
 : 4%, 1.0, 2, ., 1%, -1%, 10%, 4%
CC(C)[Si]1(C(C)C)OCC2OC(n3cnc4c(N)ncnc43)C(N)C2O[Si](C(C)C)(C(C)C)O1 (stereo not given)
 : -12%, 1.3, -2, ., -34%[inhibitor], -23%, ?, -8%
COC(=O)/C(=N\OCc1ccc(C#N)cc1)c1c(C)nn(C)c1C
 : -2%, -1.7, 4, 0%, 9%, 12%, 10%, 4%
CC(C)(C)N1C(=O)c2ccccc2NC(=O)C1C(=O)Nc1ccc2c(c1)OCCO2 (stereo not given)
 : -4%, ., 0, ., 10%, 5%, 4%, 2%
NC1(C(=O)O)CCCCC1c1ccccc1 (stereo not given)
 : 2%, -1.4, -6, ., 5%, 11%, 1%, -10%
Nc1ccc(CCS(N)(=O)=O)cc1
 : -3%, -3.4, ., 0%, -2%, 5%, 6%, 2%
COc1ccc(C2CC(=O)C3=C(C2)NC(C)=C(C(=O)Nc2ccccc2C)C3c2coc3ccc(C)cc3c2=O)cc1OC (stereo not given)
 : -7%, -2.1, ., -1%, 1%, -2%, -6%, 2%
Oc1ccc(CNc2ccc(F)cc2)c2cccnc12
 : 3.4µM*, 0.4, -54*, -1%, -3%, -3%, -10%, ?
CCOC(=O)c1sc(NC(=O)c2ccc(CC)s2)nc1C
 : 3%, -1.2, -4, 0%, -1%, 3%, 5%, 1%
O=C(Nc1ccc(-n2cc(Cl)cn2)cc1)c1ccncc1
 : -3%, -2.0, -7, 0%, -3%, -7%, -8%, 2%
O=C(NCc1ccccc1)c1ccc2c(c1)S(=O)(=O)c1cc(Cl)ccc1C2=O
 : 0%, 0.8, 10, -5%, -10%, 4%, -10%, -7%
COCCCNC(=O)CSc1nc2ccccc2c(=O)n1CCCC(=O)NCC1CCCO1 (stereo not given)
 : 0%, -1.0, 17, 5%, -6%, 7%, -3%, -2%
Cc1ccc(-n2cnc3ncnc(-c4ccccc4)c32)cc1
 : -4%, -0.3, 0, 1%, -1%, ?, -23%, -3%
c1cncc(C2OCC3(CO2)COC(c2cccnc2)OC3)c1 (stereo not given)
 : -6%, 0.7, -9, 1%, -2%, 15%, 21%, -4%
CN(c1ccc(OCC(=O)O)cc1)S(=O)(=O)c1ccc2ccccc2c1
 : -4%, -1.2, -3, 0%, 4%, -11%, -2%, 3%
